# Screening data from PubChem.
# FN deposition inh – fibronectin deposition inhibition; AH1F fibroblasts, Alexa488-fibronectin deposition fluorescence, overnight; inhibition, % at 12.6 µM; hit rate 0.086% among 350,000;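 active = mean inhibition across replicates of 30% or more, regardless of how many single replicates reach that level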;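 note: positive control wells lacked labelled fibronectin entirely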
#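 Assay system: AH1F fibroblasts assembling fluorescent fibronectin matrix; Amount: 10000 AH1F cells per well; Buffer or medium: DMEM, 2% serum; Probe or stimulus: Alexa488-fibronectin, 24 nM final in well; Doses: single compound dose, delivered by pin transfer; Incubation: 1 h adhesion, overnight exposure; Measured by: fluorescence 485/525 nm; Read-out: fibronectin deposition inhibition.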
# EWS-Fli block – EWS/Fli transcriptional activity inhibition | A673 NR0B1-luciferase reporter, viability-normalised | inhibition, % at 12.6 µM | hit rate 0.67% among 350,000;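 active = mean inhibition of at least 50% after viability correction, with every replicate also passing that limit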;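 note: firefly luciferase signal divided by Alamar Blue viability fluorescence both relative to DMSO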
# PAX8 inh HTS – PAX8 transcriptional activity inhibition. RMG-I TPO-luciferase reporter, SteadyGlo, 24 h. inhibition, % at 12.6 µM. hit rate 1.2% among 360,000. AID 652154;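 active = mean replicate inhibition at least 60% with every replicate also reaching 60%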;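 note: luciferase light reporting Pax8 driven TPO promoter activity; plate controls were median of neutral control wells for no effect and mitoxantrone controls for full effect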
# CASP6 VEID inh – blocks human caspase-6 cleavage activity. P55212. purified caspase-6, Z-VEID-R110 cleavage fluorescence. inhibition, % at 12.5 µM. hit rate 0.53% among 350,000. AID 686996;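 active = mean inhibition across replicates at least about 35%, with every replicate also reaching that limit, limit read from the data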;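 note: 0% = median of neutral control wells and 100% = no fluorescence left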
# Target sequence (P55212 24-179 limits assumed): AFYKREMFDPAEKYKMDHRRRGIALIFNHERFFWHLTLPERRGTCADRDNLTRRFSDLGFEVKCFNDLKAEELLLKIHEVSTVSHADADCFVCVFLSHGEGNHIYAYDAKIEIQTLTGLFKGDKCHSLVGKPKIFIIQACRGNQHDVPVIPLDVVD
# Target sequence (P55212 194-293 limits assumed): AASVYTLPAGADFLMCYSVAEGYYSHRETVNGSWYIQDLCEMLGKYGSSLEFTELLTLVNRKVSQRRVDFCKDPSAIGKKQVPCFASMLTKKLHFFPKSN
# miR-122 sensor – inhibitors of miR-122 in Huh7 cells; Huh7 miR-122 Renilla luciferase sensor, 48 h; neutral wells = 0, positive control = 100; activation (reporter increase), % at 12.5 µM; hit rate 0.3% among 340,000; AID 602342;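 active = mean replicate activation score at least 90 and every replicate individually at or above 90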;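 note: higher luciferase means less miR-122 activity so hits act as miR-122 inhibitors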
# Cneo AK release – causes C. neoformans cell lysis. adenylate kinase release luminescence, 4 h; normalised: neutral wells 0, clomiphene wells 100. lysis activity, % at 15 µM. hit rate 0.2% among 360,000. AID 651654;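 active = mean lysis activity across replicates of at least 80%, whatever share of replicates individually reach that level; inactive = mean lysis activity below 80%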
#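 read-out = cell lysis signal | test system = log-phase Cryptococcus neoformans yeast cells | input = cells at 5 × 10^6 per mL | medium = fresh YPD growth medium | signal = luminescent adenylate kinase detection reagent | timing = 4 h at 37 °C static, read 1 h later | dosing = single dose | controls = Clomiphene as positive lysis control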
# PGC1a acetyl inh – modulators of PGC1a acetylation; inhibition, % at 15.6 µM; AID 651687; U2OS PGC1a acetylation, AlphaScreen anti-acetyl-lysine; with virally co-expressed GCN5 acetyltransferase; hit rate 0.17% among 350,000;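 active = every replicate shows inhibition of at least 40%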;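 note: 0% = neutral control wells and 100% = positive control wells; some results beyond the cut were filed as inactive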
# LGR2 inh – inhibitors of bursicon-induced Drosophila LGR2 receptor cAMP signaling; hit rate 0.35% among 380,000; HEK293 LGR2, CRE-luciferase, bursicon-stimulated, 4 h; inhibition, % at 9.99 µM; AID 720647;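 active = drop in luminescence signal, shown as inhibition above about 50% in the replicate tests, limit read from the data, passing the limit was not always enough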;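 note: agonist challenge used bursicon conditioned medium at about half maximal strength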
# An asterisk follows results filed as active; / = not tested or not shown; [ ] = another dose, or the depositor's remark.
SMILES,FN deposition inh,EWS-Fli block,PAX8 inh HTS,CASP6 VEID inh,miR-122 sensor,Cneo AK release,PGC1a acetyl inh,LGR2 inh
COc1ccc(S(=O)(=O)Nc2ccc3c(c2)C(=O)N([C@H](C)CO)C[C@H](C)[C@@H](CN(C)Cc2ccc4c(c2)OCO4)O3)cc1,-7,-4,-11,-1,-2[16.7 µM],-3,-4,2
C[C@@H]1CN([C@H](C)CO)C(=O)c2cc(NS(=O)(=O)c3ccc(F)cc3)ccc2O[C@@H](C)CCCCO[C@H]1CN(C)S(=O)(=O)c1cccs1,2,4,51,1,-7[16.7 µM],-4,6,17
Cn1c(=O)c2c(nc(CN3CCN(C(=O)c4ccco4)CC3)n2CC(N)=O)n(C)c1=O,6,/,-6,4,11,-1,3,15
CCCc1cc(=O)[nH]c(SCC(=O)c2ccc(S(=O)(=O)N3CCCC3)cc2)n1,-2,/,2,/,-4,5,-3,/
O=C(Nc1ccc(F)cc1)N1C[C@H]2[C@@H](c3ccccc31)[C@H](CO)N2C(=O)c1ccccc1F,/,5,-63,-7,50[16.7 µM],-1,-8,-5
CC(C)NC(=O)c1ccc2c3n(nc2c1)-c1ccccc1CO3,-1,-2,3,/,3,-1,/,37
CC(C)CC#Cc1cnc2c(c1)C(=O)N([C@@H](C)CO)C[C@@H](C)[C@@H](CN(C)Cc1cncnc1)O2,-4,4,/,2,-1[16.7 µM],10,19,-1
Cc1nc(Nc2ccc(Cl)c(Cl)c2)sc1C(/C=C/c1ccc2c(c1)OCO2)=NNc1ccc([N+](=O)[O-])cc1[N+](=O)[O-],3,-6,-2,0,-1,/,6,1
COc1ccc(N2CCN(C(=O)C3=NNC(=O)CC3)CC2)cc1,/,2,-25,6,-2,1,-4,-10
CCOC(=O)CC1COCCN1C(=O)c1ccc2oc(Cc3ccccc3)nc2c1 (configuration not stated),14,-92,-120,-3,-4,0,/,-42
CCn1c(SCC(=O)c2ccc(O)c(O)c2)nnc1-c1ccccc1OC,/,/,/,/,-7,1,-4,8
O=C(C[C@H]1C[C@@H]2c3cc(NC(=O)C4CCC4)ccc3O[C@@H]2[C@@H](CO)O1)NCc1cccnc1,0,-9,6,1,4[16.7 µM],-3,-14,-13
CC(C)NC(=O)N1CC(=O)N2[C@@H](CO)[C@@H](c3ccc(C#CCN(C)C)cc3)[C@@H]2C1,/,-11,-20,-22,/,/,-5,1
O=C(NCCCn1ccnc1)C1CC(c2cccc(Br)c2)=NO1 (configuration not stated),/,0,/,-1,12,5,-3,/
COc1ccc(CN2CCNC(=O)C2CC(=O)N(C)CC2CCOCC2)cc1C (configuration not stated),/,1,3,5,-1,1,2,-7
Cc1cc(S(=O)(=O)NCc2ccc3c(c2)OCO3)ccc1F,-4,-5,-2,0,12,6,-4,30
O=C(C[C@H]1CC[C@@H](NS(=O)(=O)c2ccccc2)[C@H](CO)O1)NCCN1CCCCC1,/,2,-10,-13,/,4,3,3
Cc1cc(NC(=O)CCN2C(=O)c3ccccc3C2=O)no1,/,/,-5,0,-7,/,-1,22
COC(=O)[C@]12C[C@H](CC(=O)N3CCSCC3)C(=O)N(Cc3ccccc3)C1=C[C@H](C(C)(C)C)O[C@@H]2C,5,12,2,-1,/,/,/,-3
Cc1cc(C)cc(C(=O)NCC(=O)OCC(=O)c2cc(C)n(CC(F)(F)F)c2C)c1,-1,13,-6,1,1,3,-3,20
COC(=O)c1cc(OC)c(OC)cc1NC(=S)Nc1cc(Cl)ccc1OC,6,3,78*,0,/,/,/,-3
Cc1ccccc1COC[C@H](CC(C)C)N1CCN(C(=O)c2cccc(C(F)(F)F)c2)CCC1=O,0,-4,16,4,/,15,/,11
Cc1ccc(-n2nc3c(c2NC(=O)c2ccc(OC(C)C)cc2)CS(=O)C3)cc1 (configuration not stated),-7,/,/,/,7,0,-7,/
O=C(COc1ccccc1)Nc1cccc(-c2cn3cccnc3n2)c1,3,-42,/,3,/,-4,/,-3
Cc1cc(C)n2c(SC(C)C(=O)NC3(C#N)CCCCC3)nnc2n1 (configuration not stated),-7,7,5,3,10,0,-12,-4
SMILES,FN deposition inh,EWS-Fli block,PAX8 inh HTS,CASP6 VEID inh,miR-122 sensor,Cneo AK release,PGC1a acetyl inh,LGR2 inh
O=P(OC1CCCCC1)(OC1CCCCC1)C(O)c1c(Cl)cccc1Cl (configuration not stated),-15,/,/,/,38,4,-6,/
CC(NC(=O)c1cc(COc2ccc(-n3cncn3)cc2)on1)c1ccc(F)cc1 (configuration not stated),4,-50,-67,-3,-4,0,-8,-62
CC(=O)NC(c1cccc([N+](=O)[O-])c1)c1ccc2cccnc2c1O (configuration not stated),0,36,59,4,/,-2,/,45
Cc1nnc(NC(=O)C2CCN(c3cnccn3)CC2)s1,0,/,/,/,3,5,6,/
NS(=O)(=O)c1ccc(N=Nc2c[nH]c(=O)c(O)c2)cc1,4,-31,10,89*,-6,2,34,-3
CCCNC(=O)c1cc(C2CCCCN2C(=O)CCCc2ccccc2)on1 (configuration not stated),7,20,0,0,0,-1,-2,13
C[C@H](CO)N1C[C@H](C)[C@@H](CN(C)S(=O)(=O)c2cn(C)cn2)Oc2c(NC(=O)Nc3ccc(F)cc3)cccc2C1=O,/,-13,-28,/,5[16.7 µM],/,4,-4
CCc1nnc(NS(=O)(=O)c2ccc(Nc3ccc([N+](=O)[O-])c4nonc34)cc2)s1,3,-7,12,25,/,/,7,20
CCOc1cccc(OCCOc2ccc(C(=O)c3ccccc3)cc2)c1,-2,1,11,1,-4,-1,6,9
C=CCOc1ccc(C2/C(=C(\O)c3ccc4c(c3)CC(C)O4)C(=O)C(=O)N2CCN2CCOCC2)cc1OCC (configuration not stated),-2,4,1,10,2,-1,-4,-6
C/C(=N\NC(=O)c1ccn(C)n1)c1cccc(NC(=O)c2ccc(C)s2)c1,-7,-99,-128,1,2,3,-9,-21
O=C(N/N=C/C=C\c1ccco1)c1cccnc1,9,/,-6,/,3,-3,2,/
COc1ccc(S(=O)(=O)N2CCC(C(=O)N[C@H](C(=O)N3CCCCCC3)C(C)C)CC2)cc1,4,1,7,-5,-1,2,-16,15
COc1ccc(-n2c(=O)[nH]cc(C(=O)Nc3ccc4c(c3)OCCO4)c2=O)cc1,2,/,-4,/,-4,-1,-6,/
C[C@H]1CN([C@@H](C)CO)C(=O)Cc2cc(NS(=O)(=O)c3ccc(F)cc3)ccc2O[C@H]1CN(C)S(=O)(=O)c1ccc(F)cc1,/,7,-8,-3,24[16.7 µM],100*,3,-20
Cc1ccc(NC(=S)N2CCC(O)CC2)c(C)c1,-9,0,6,-2,/,/,/,7
CO[C@H]1CN(C)C(=O)c2ccc(NC(C)=O)cc2OC[C@@H](C)N(CC2CC2)C[C@H]1C,5,-2,/,1,-10[16.7 µM],-4,3,7
O=C(CSc1cccc[n+]1[O-])NCCCc1ccccc1,12,-4,-5,-5,/,/,10,-8
O=C(N/N=C(\c1ccccc1)c1cccnc1)c1cc(O)ccc1O,3,0,7,21,/,/,/,-3
Cc1ccc(C)c(OCc2nnc(SCC(=O)NCc3ccc4c(c3)OCO4)o2)c1,/,6,12,0,/,/,/,0
NC(=S)NN=C1c2ccccc2-c2c(F)c(F)c(F)c(F)c21,3,27,20,8,/,/,/,11
CCN1CCN(C(=O)Nc2ccc(OC)cc2OC)CC1,-2,6,9,2,/,/,/,9
CSc1ccccc1NC(=O)N1CCCC(C(=O)c2ccc3c(c2)OCO3)C1 (configuration not stated),-2,0,6,1,1,2,9,11
COC(=O)[C@@H](Cc1c[nH]c2ccccc12)NC(=O)CNC(=O)c1ccccc1OC,0,27,3,-1,/,-1,/,-9
C/C(=N/NC(=O)c1ccc(C)s1)c1ccncc1,23,/,-113,6,/,0,/,-11

# Four compounds from above, limited to LGR2 inh and EWS-Fli block.
mol,LGR2 inh,EWS-Fli block
Cc1ccc(NC(=S)N2CCC(O)CC2)c(C)c1,7,0
CO[C@H]1CN(C)C(=O)c2ccc(NC(C)=O)cc2OC[C@@H](C)N(CC2CC2)C[C@H]1C,7,-2
O=C(CSc1cccc[n+]1[O-])NCCCc1ccccc1,-8,-4
O=C(N/N=C(\c1ccccc1)c1cccnc1)c1cc(O)ccc1O,-3,0

# Next part.
SMILES,FN deposition inh,EWS-Fli block,PAX8 inh HTS,CASP6 VEID inh,miR-122 sensor,Cneo AK release,PGC1a acetyl inh,LGR2 inh
O=C(NNC(=O)C1CC1)c1ccc(-c2ccccc2)cc1,/,-7,/,0,5,0,18,-10
COCC#Cc1cnc2c(c1)C(=O)N([C@H](C)CO)C[C@H](C)[C@H](CN(C)C(=O)Cc1ccncc1)O2,-10,-4,/,2,2[16.7 µM],3,4,7
C[C@@H]1CN([C@H](C)CO)C(=O)c2cc(NC(=O)Nc3ccc(C(F)(F)F)cc3)ccc2O[C@@H](C)CCCCO[C@H]1CN(C)C(=O)Nc1ccc(F)cc1,/,8,84*,0,-4[16.7 µM],-1,-11,2
CCCNC(=O)CN1CCC(c2nc3ccccc3[nH]2)CC1,0,/,-1,-4,-3,-7,9,-1
O=C(COC(=O)c1ccccc1Nc1ccccc1)NCc1ccccc1Cl,-1,/,15,/,1,0,/,15
COc1ccc(NC(=O)N(C)C[C@@H]2OCCCC[C@H](C)Oc3ccc(NC(=O)C4CCCCC4)cc3C(=O)N([C@H](C)CO)C[C@H]2C)cc1,/,7,/,5,2[16.7 µM],-4,1,-5
CC[N+](CC)=N/N=C1\C=CC[N+]([O-])=C1,-7,-10,8,0,/,/,/,-6
O=C1C(=NO)CCCc2ccccc21,2,-2,10,-3,/,-1,-1,6
COc1ccc(-c2cc(C(F)(F)F)nc(SCc3cccc(C(=O)O)c3)n2)cc1,/,6,/,7,6,11,-6,2
CO[C@@H]1CC[C@H]2CCOc3ccc(C#N)cc3C(=O)N(C)C[C@@H](OC)[C@@H](C)C(=O)N(C)C[C@H]1O2,4,11,-6,2,/,6,/,-11
Nc1nc(NCCCN2CCOCC2)nc(Nc2ccccc2F)c1[N+](=O)[O-],-4,-11,24,-7,/,/,/,-13
C[C@H]1C=C(C(=O)N2CCN(Cc3ccc4c(c3)OCO4)CC2)O[C@@H](OCCCCO)C1,/,-4,-6,0,/,0,-2,/
CCCCONc1ncnc2nonc12,2,/,2,/,-2,-1,/,-11
Cc1noc(C)c1NC(=O)Nc1cccc2c1O[C@@H](CN(C)C(=O)Nc1ccc(C(F)(F)F)cc1)[C@@H](C)CN([C@H](C)CO)C2=O,7,12,14,-1,13[16.7 µM],-5,6,-8
CO[C@@H]1CC[C@H]2CCN(C)C(=O)C[C@@H](c3ccccc3)CN(C)C(=O)c3cccc(C#N)c3OC[C@@H]1O2,-4,11,9,0,/,4,/,10
C[C@H](CO)N1C[C@H](C)[C@@H](CN(C)C(=O)CN2CCOCC2)Oc2ncc(-c3ccncc3)cc2C1=O,-20,-6,/,3,2[16.7 µM],-7,-3,-15
COc1ccc(Br)cc1C(=O)N/N=C/c1cccnc1,0,8,11,-1,3,-1,-6,1
COCC(=O)N1C[C@@H](C)[C@H](OC)CN(C)C(=O)c2cc(NC(=O)c3ccc(OC)cc3)ccc2OC[C@@H]1C,0,1,-7,0,-3[16.7 µM],1,0,-7
CN(CC(=O)Nc1ccc(F)cc1)C(=O)CSc1nncs1,0,-10,-13,-2,/,-3,/,-1

# No enrichment for hits. Share with any hit: about 2.5%.
